Screens as filed in PubChem.
Cav32 inh = Cav3.2 calcium influx blockers – cell-based, Fluo-4 calcium fluorescence, FDSS, MLSMR library, primary screen | 4% of 100,000 active | B-score at 10 µM | Cav3.2-expressing cells; hits give low values | AID 449739, 2010;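 active = single-dose well whose peak fluorescence ratio is a statistical outlier from its plate by either plate-standardised score or position-corrected B-score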
* marks the source's active call; other numbers are inactive results.

SMILES | Cav32 inh
CCC(C)C(=O)Nc1nc(-c2ccc3c(c2)NC(=O)CO3)cs1 (configuration not stated) | -3.4
Cn1c(C(=O)Nc2ccc3c(c2)OCO3)cc2c(=O)n(C)c3ccccc3c21 | 0.84
Cc1ccc(CNC(=O)CC2C(=O)Nc3c2c(=O)n(C)c(=O)n3Cc2ccccc2)cc1 (configuration not stated) | -0.32
COc1ccccc1C1NC(=O)NC(C)=C1C(=O)Nc1cccc(C)c1C (configuration not stated) | -1.2
CCCNC(=O)c1onc(CSc2ccccn2)c1C(=O)NCCC | 1.1
O=c1nc(N2CCCCC2)nc2n1CCO2 | 0.66
COC(=O)c1ccc(COc2ccc(/C=C(\C#N)c3nc4ccccc4[nH]3)cc2OC)o1 | -0.049
O=C(c1ccco1)N1CCN(C(c2cccs2)c2nnnn2C2CCCCC2)CC1 (configuration not stated) | 0.34
O=C(c1ccccc1)c1c[nH]c2cc3c(cc2c1=O)OCCO3 | 0.78
COC(=O)c1ccc(COc2ccccc2/C=N/NS(=O)(=O)c2ccccc2)cc1 | -0.4

Structural class, those above with an NH in an aromatic ring (two)
SMILES | Cav32 inh
COC(=O)c1ccc(COc2ccc(/C=C(\C#N)c3nc4ccccc4[nH]3)cc2OC)o1 | -0.049
O=C(c1ccccc1)c1c[nH]c2cc3c(cc2c1=O)OCCO3 | 0.78

The list continues:
SMILES | Cav32 inh
CN1C(=O)CSc2ccc(NC(=O)NCc3ccco3)cc21 | 0.62
Cc1cc(C)n(CC(=O)NCc2cc(-c3nn(C)c(=O)c4ccccc34)ccc2C)n1 | 3.4
CC(C)Cn1c(N)c(C(=O)COC(=O)c2ccncc2)c(=O)n(C)c1=O | 0.084
Cc1cccc(C)c1NC1=NC(C)(C)N=C(N)N1 | 0.68
COc1cccc(Nc2nnc(SCC(=O)N3CC(C)OC(C)C3)s2)c1 (configuration not stated) | -4*
O=C(N/N=C/c1ccc([N+](=O)[O-])s1)c1cccc(Br)c1 | -0.24
Fc1ccc(CN2CCCCCC2)c(F)c1 | -0.0068
Brc1ccccc1-n1nnc(-c2nccs2)n1 | 0.43
COC(=O)c1cc(Cc2ccc(N)c(C(=O)OC)c2)ccc1N | -1.5
N#CC1=C(SCc2ccc(C#N)cc2)N=C(N)C(c2nc(-c3ccccc3)cs2)C12CCCCC2 (configuration not stated) | -1.2

Random excerpt: two records from the list
SMILES | Cav32 inh
COC(=O)c1ccc(COc2ccccc2/C=N/NS(=O)(=O)c2ccccc2)cc1 | -0.4
COC(=O)c1cc(Cc2ccc(N)c(C(=O)OC)c2)ccc1N | -1.5

(list continues)
SMILES | Cav32 inh
COc1ccc(S(=O)(=O)N2CCCC2C(=O)Nc2ccc(C(C)=O)cc2)cc1 (configuration not stated) | 0.38
CCN(CC)S(=O)(=O)c1ccc(C(=O)N2CCCCC2)cc1 | 0.21
O=C(OCc1cc(=O)n2c(n1)sc1ccccc12)c1ccc2c(=O)n3c(nc2c1)CCC3 | 0.62
CCOC(=O)CSc1nnc2n(C3CCCCC3)c(=O)c3c4c(sc3n12)CCCC4 | -3.7
O=c1[nH]c2ccc(Cl)cc2c(-c2ccccc2)c1SC(=S)N1CCCCC1 | 0.2
O=C(Nc1ccncc1)c1c(F)cccc1F | 1.6
COCc1cc(=O)n2[nH]c(C)nc2n1 | 0.045
Cc1ccc(C(C(=O)NC2CCCC2)N(C(=O)Cc2cccs2)c2ccc(C)c(C)c2)o1 (configuration not stated) | -2.3*
COC(=O)c1ccc(NS(=O)(=O)c2cc(C)ccc2OC)cc1 | -1.9
CCCCc1ccc(-c2nc(-c3ccncc3)no2)cc1 | -0.49
O=[N+]([O-])c1ccc(Cl)c(/C=N/n2c(C3CCCCC3)n[nH]c2=S)c1 | 0.0014
CS(=O)(=O)Nc1ccccc1C(=O)O | 0.4
COc1cccc(N(CC(=O)NCCSc2ccc(Cl)cc2)S(C)(=O)=O)c1 | -5.5*
CC1=C(C)CC(C(=O)NCC(=O)c2ccccc2)C(C(=O)O)C1 (configuration not stated) | 0.46
CCOC(=O)CN1C(=O)N[C@@H](c2ccccc2)[C@@H](C(=O)OC)[C@H]1C | 0.13
Cc1c(C(=O)NCc2cccs2)oc2ccc(S(=O)(=O)N3CCOCC3)cc12 | 1.1
N#Cc1c(NC(=O)CSc2nc3c(c(C(F)(F)F)n2)CCc2ccccc2-3)sc2c1CCCC2 | -1.3
Cc1ccc(S(=O)(=O)N(C)c2ccc(C(=O)N3CCCCC3)cc2)cc1 | 0.86
CC(NC(=O)Nc1ccccc1)C(c1cccs1)N1CCOCC1 (configuration not stated) | -0.59
O=C(NCc1ccco1)c1ccc2c(=O)n(Cc3ccco3)c(SCC(=O)N3CCCC3)nc2c1 | -0.27
CCCn1nnnc1NCc1ccccc1OCc1cccs1 | -0.66
O=C(Nc1ccc(O)c2c(=O)cc(-c3cccc(Cl)c3)oc12)c1ccccc1Cl | -1
COCCCNC(=O)Nc1ccc(F)cc1F | -1.9
CCn1cc(C(=O)NCCC2=CCCCC2)c(=O)c2cc(S(=O)(=O)N(C)C)ccc21 | -0.17
COc1cc(CNCC(C)C)c(Br)cc1OCC(=O)NCc1ccccc1 | 0.077
Cc1ccc2c(Cl)cc(Cl)c(OCC(=O)Nc3cc(C)on3)c2n1 | -0.17
Fc1cccc(Cl)c1CSc1nnnn1-c1ccc2c(c1)OCO2 | -1.6
CCn1c(=S)sc2c(=O)[nH]c(C)nc21 | 0.84
CCn1c(Cc2ccccc2)nnc1SCC(=O)Nc1ccc2c(c1)OCO2 | -0.18
Cc1cnc(C(=O)OCC(=O)c2csc(N3CCCCC3)n2)cn1 | -0.2
O=C(Nc1ccc(S(=O)(=O)Nc2nccs2)cc1)C1CCCCC1 | 0.33
CNc1nc(N2CCc3ccccc32)ncc1F | 0.081
Cc1ccc(-c2noc(CCC(=O)Nc3cc(C)ccn3)n2)cc1 | 1.1
CCCN(C(=O)Cn1ncc2c(=O)oc3ccccc3c21)c1cccc(C)c1 | 0.77
Cn1c(CN2CCOCC2)nnc1SCC(=O)Nc1nccs1 | 0.71
CC1CCCCC12NC(=O)N(CC(=O)NC(=O)Nc1ccc3c(c1)OCCO3)C2=O (configuration not stated) | 0.26
CC(C)(C)C(=O)NC1(C(F)(F)F)N=C2SCCN2C1=O (configuration not stated) | -0.47
COc1ccc(CNC2CC(=O)N(C)C2=O)cc1 (configuration not stated) | 1.2
CCOC(=O)C1CCN(C(=O)CN2C(=O)C(CC)Oc3ccccc32)CC1 (configuration not stated) | 0.76
C=CCSc1nnc2nc3[nH]c4c(C)cccc4c3nn12 | 0.16
N#Cc1ccc(C(=O)Nc2ccc(N3CCN(C(=O)c4ccco4)CC3)cc2)c(F)c1 | 1.6
OCC[C@H]1C[C@H](O)[C@@H](O)[C@@]2(CCCO2)O1 | 0.52
Cc1ccc(NC(=O)CN(c2ccccc2F)S(C)(=O)=O)cc1 | 0.41
CCCCn1c(SCC(=O)NCc2ccco2)nnc1-c1ccco1 | -0.59
CSCCC(NC=C1C(=O)OC(C)(C)OC1=O)C(=O)O (configuration not stated) | -0.68
O=C(CCN1C(=O)c2ccccc2C1=O)Nc1ccccn1 | 0.23
COc1ccc(N2CCN(C(=O)c3ccncc3)CC2)cc1 | -3
Fc1cccc(Cn2cc(C(=S)N3CCCCC3)c3ccccc32)c1 | -4.9*
COc1ccc(NS(=O)(=O)c2ccc(OCC(=O)N3CCOCC3)cc2)cc1 | 0.42
COC(=O)C1N2C(=O)[C@@H](NC(=O)COc3ccccc3)[C@H]2SC1(C)C (some centres not stated) | 0.36

The list continues.
SMILES | Cav32 inh
Cc1nc(S(=O)(=O)c2ccc(Cl)cc2)c(NCc2ccccc2)o1 | 0.019
Cc1ccnc(NC(=O)COc2ccc3oc4c(c3c2)CCCC4)c1 | -0.4
CC1(C)CC(=O)C2=C(C1)Oc1ncn(Cc3ccco3)c(=N)c1C2c1ccccc1 (configuration not stated) | 2.1
CC(C)C(=O)NS(=O)(=O)c1ccc(N)cc1 | 0.015
COc1cccc(-c2nnc(SCC(=O)Nc3cc(C)on3)n2C)c1 | 0.79
COc1ccc(Cc2nnc(-c3ccc(F)cc3)o2)cc1OC | 0.65
O=C(Nc1cccc(C(F)(F)F)c1)NC1CCN(S(=O)(=O)c2ccc(F)cc2)CC1 | 0.37
O=C1C2C3C=CC(C4CC34)C2C(=O)N1/N=C/c1ccc(-c2ccccc2[N+](=O)[O-])o1 (configuration not stated) | -1.6
CCSc1nc2ccccc2n1Cc1ccccc1F | -5*
Cc1nc(CS(=O)c2ccc(Cl)cc2)cc(N2CCOCC2)n1 (configuration not stated) | -0.35
O=C(c1ccccc1)[C@H]1CC=CC[C@H]1C(=O)O | 0.33
COC(=O)c1ccc(CSc2nc3ccccc3s2)o1 | -2.8
O=C(Nc1nnc(-c2ccccc2)s1)c1cccc(S(=O)(=O)N2CCOCC2)c1 | 0.11
O=C(OCC(=O)c1ccccc1Br)c1ccccn1 | -2.8
COc1cccc(-n2nnc3c(=O)n(CC(=O)N4CCCc5ccccc54)cnc32)c1 | 0.33
COCCN(CCOC)C(=O)c1cc2sc3ccccc3c2s1 | -1.1
O=C(NCCCCCNC(=O)c1cccnc1)c1cccnc1 | 0.024
O=C(c1ccc2c(c1)OCO2)n1nnc2ccccc21 | 0.81
O=C(COC(=O)c1cccc(S(=O)(=O)N2CCOCC2)c1)Nc1ncc(C(F)(F)F)cc1Cl | 0.53
O=C(NCCCN1CCCCCC1)c1ccc2c(c1)NC(=O)C(N1CCOCC1)S2 (configuration not stated) | -0.52

5 entries from above, sorted by their value in Cav32 inh, lowest first:
SMILES | Cav32 inh
O=C(NCCCN1CCCCCC1)c1ccc2c(c1)NC(=O)C(N1CCOCC1)S2 (configuration not stated) | -0.52
O=C(NCCCCCNC(=O)c1cccnc1)c1cccnc1 | 0.024
O=C(c1ccccc1)[C@H]1CC=CC[C@H]1C(=O)O | 0.33
O=C(COC(=O)c1cccc(S(=O)(=O)N2CCOCC2)c1)Nc1ncc(C(F)(F)F)cc1Cl | 0.53
O=C(c1ccc2c(c1)OCO2)n1nnc2ccccc21 | 0.81

Continuation.
SMILES | Cav32 inh
CN(C)C(CNC(=O)c1cccc(S(=O)(=O)N2CC3(C)CC2CC(C)(C)C3)c1)c1ccco1 (configuration not stated) | -2.5
CCOC(=O)c1sc(=S)n(-c2ccc(Cl)cc2)c1C | -1
CCc1ccc(S(=O)(=O)Nc2ccc(O)c3c(=O)cc(-c4ccccc4Cl)oc23)cc1 | -1.7
O=C(O)c1ccc(CSc2nnc(COc3ccc(Cl)cc3Cl)o2)cc1 | -9.2*
Cc1ccc(C)c(NC(=O)CSc2nnc(-c3ccncc3)n2N)c1 | -0.71
Cc1nnc2c3ccccc3c(-c3cccc4ccccc34)nn12 | -1.4
Cc1ccc(O)c(C(=O)c2cnn(C(=O)Cc3csc(C)n3)c2)c1 | -1.3
Oc1ccc(Cl)cc1C(C#Cc1ccccc1)N1CCOCC1 (configuration not stated) | -0.43
CC1=C(C#N)C(=O)NC(C)(C)C1 | 0.22
COc1ccccc1NC(=O)CC1C(=O)NCCN1C(=O)Nc1ccccc1 (configuration not stated) | 0.3
COc1ccc(-c2cc(C(=O)NCc3ccco3)no2)cc1OC | -0.021
COC(=O)CCCC(=O)N1CCOCCN(C(=O)CCCC(=O)OC)CCOCC1 | 0.0092
Fc1ccc(NC(=S)N2N=CCC2c2ccccc2)cc1 (configuration not stated) | 0.66
Brc1cc2c(cc1/C=N/Nc1nc(N3CCCC3)nc(N3CCOCC3)n1)OCO2 | 0.98
O=C(Cn1ncc2c1-c1ccccc1OC2)Nc1ccc(Cl)cn1 | -0.9
COc1ccccc1NS(=O)(=O)c1ccc(C(=O)OCC(=O)NCc2ccco2)cc1 | -0.45
O=S(=O)(NC1CCCC1)c1ccc(S(=O)(=O)N(Cc2cccs2)CC2CCCO2)cc1 (configuration not stated) | -2.1
COC(=O)c1cc(NC(=O)N2c3ccccc3Sc3ccccc32)cc(C(=O)OC)c1 | -1.3
CCOC(=O)N1CCN(C(=O)CN(c2cc(Cl)ccc2OC)S(=O)(=O)c2ccccc2)CC1 | 0.071
Cc1ccc(SCC(=O)Nc2cccc(-c3nnc(-c4ccco4)o3)c2)cc1 | 0.0021

Compounds from the list above containing a CF3 group:
SMILES | Cav32 inh
N#Cc1c(NC(=O)CSc2nc3c(c(C(F)(F)F)n2)CCc2ccccc2-3)sc2c1CCCC2 | -1.3
CC(C)(C)C(=O)NC1(C(F)(F)F)N=C2SCCN2C1=O (configuration not stated) | -0.47
O=C(Nc1cccc(C(F)(F)F)c1)NC1CCN(S(=O)(=O)c2ccc(F)cc2)CC1 | 0.37
O=C(COC(=O)c1cccc(S(=O)(=O)N2CCOCC2)c1)Nc1ncc(C(F)(F)F)cc1Cl | 0.53

Additional entries
SMILES | Cav32 inh
COc1cccc(C(=O)N(CN2CCCC2=O)c2cccc(Cl)c2)c1OC | 1.5
Cc1cc(C(=O)Nc2sc(C)c(C)c2C#N)no1 | -1.3
CCN(CC)C(=O)CCCOc1ccc(Cl)cc1Cl | -2.2
O=P(O)(COc1ccccc1)COc1ccccc1 | 0.098
Cc1ccc(S(=O)(=O)N(CC(=O)N2CCCCCC2)c2ccccc2)cc1 | 0.49
O=C(CN1CCC(c2nc3ccccc3s2)CC1)NCc1cccs1 | -0.053
COc1cc(C2C(C#N)=C(N)OC3=C2C(=O)CCC3)ccc1OC(=O)N1CCOCC1 (configuration not stated) | 2.5
CCC(C)NC(=O)NC1C(NC(=O)NC(C)CC)N(C)C(=O)N1C (configuration not stated) | -0.019
Cc1cc(C(=O)COC(=O)c2ccc3c(c2)OCO3)c(C)n1Cc1cccs1 | -0.65
CCN1CCN(Cc2ccc(NC(=O)c3ccc(C)c(NC(=O)c4csc(-c5ccncc5)n4)c3)cc2C(F)(F)F)CC1 | 0.46
Cc1ccc(C)c(Cn2nnc3c(=O)[nH]c(C4CCN(C(=O)c5cccs5)CC4)nc32)c1 | -4.1
CC(CCc1ccccc1)NC(=O)c1ccncc1 (configuration not stated) | 0.19
CCOc1ccccc1C(=O)n1nc(C)cc1C | 0.13
CCOc1ccc(N(CC)C(=O)COc2cc(=O)n(CC)c3ccccc23)cc1 | -1
Oc1[nH]c2ccccc2c1C=Nc1ccc2c(c1)OCO2 | -0.79
CCOCCCNC(=O)N1CCOCC1 | -0.0052

The list is partial; count on the stated rates, not on these rows.
